Bioassay records: PubChem BioAssay, several laboratories
VHR inh abs = VHR1 phosphatase inhibitors, primary screen, biochemical, absorbance, uHTS. inhibition, % at 13.3 µM. recombinant VHR phosphatase, pNPP absorbance. 290,000 tested, 0.52% active; in the data active means inhibition above about 50%; further: some compounds called inactive have numbers as strong as hits
Target sequence (P51452 whole entry, looked up): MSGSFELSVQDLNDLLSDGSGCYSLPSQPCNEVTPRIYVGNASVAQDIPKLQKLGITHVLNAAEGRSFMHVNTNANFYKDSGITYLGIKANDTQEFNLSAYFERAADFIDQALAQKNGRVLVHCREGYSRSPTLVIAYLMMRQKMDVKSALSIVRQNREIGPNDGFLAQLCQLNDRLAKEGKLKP
BoNT-A LC inh2 = BoNT/A light chain protease inhibitors, primary screen, biochemical, flow cytometry, MLPCN library; multiplex microsphere protease substrate cleavage; Botulinum neurotoxin type A light chain protease (Clostridium botulinum A str. ATCC 3502); inhibition, % at 10 µM; 360,000 tested, 0.17% active; further: plate controls were buffer without enzyme for full effect and enzyme alone for no effect
Vc quorum ag = inducers of Vibrio cholerae quorum light production without autoinducers, primary screen, BH1578 luxS cqsA deficient, single point; V. cholerae BH1578 lux reporter, luminescence, 6 h; activation, % at 18.7 µM; 350,000 tested, 0.16% active; in the data active means activation mostly above about 9.7%, no sharp cut-off; inconclusive means no clear call, values can overlap the other calls; inactive means mostly below about 3.7%; further: not every result past the cut was called active; inactives centre near 0; reference of the scale not given here
CCHFV vOTU inh = CCHFV vOTU protease inhibitors, primary screen, biochemical, Pep-AMC substrate, fluorescence | 370,000 tested, 0.55% active | inhibition, % at 11.5 µM | Crimean-Congo hemorrhagic fever virus L polyprotein viral ovarian tumor (vOTU) protease …; in the data active means inhibition above about 30%; further: 0% = vehicle wells with enzyme and 100% = no enzyme wells
3CLpro inhibitor = SARS-CoV 3CLpro protease inhibitors, primary screen, biochemical, quenched FRET; 290,000 tested, 0.14% active; Replicase polyprotein 1ab (Severe acute respiratory syndrome coronavirus), P0C6X7; AID 1706, 2009; recombinant SARS-CoV 3CLpro, quenched FRET peptide cleavage; inhibition, % at 6 µM; in the data active means inhibition above about 12%
Yp Topo-I inh = Yersinia pestis topoisomerase I inhibitors, primary screen, biochemical, cleavage product accumulation, plate reader, single point; 360,000 tested, 0.064% active; activity, % at 10 µM; AID 504884, 2011; Y. pestis Topo-I cleavage product accumulation; DNA topoisomerase I (Yersinia pestis CO92); in the data active means activity above about 50%, passing the limit was not always enough; inconclusive means no clear call, values can overlap the other calls; further: inactives centre near 2
PfHsp40 rescue = rescue of yeast from PfHsp40 toxicity, primary screen, S. cerevisiae, ATP luminescence | S. cerevisiae expressing PfHsp40, growth rescue | growth rescue, % at 12.5 µM | AID 504582, 2011 | 340,000 tested, 0.68% active; in the data active means growth rescue above about 28%, passing the limit was not always enough; inconclusive means no clear call, values can overlap the other calls;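 further: yeast W303a lacking pdr1 and pdr3 grown in galactose medium; growth measured after three days at 30 °C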
Anthrax LF inh2 = Bacillus anthracis LF protease inhibitors, primary screen, biochemical, multiplex microsphere, MLPCN library; Lethal factor (Bacillus anthracis), P15917; multiplex microsphere protease cleavage assay; inhibition, % at 10 µM; 360,000 tested, 0.12% active; further: plate controls were buffer without enzyme for full effect and enzyme alone for no effect
Target sequence (P15917 whole entry, looked up): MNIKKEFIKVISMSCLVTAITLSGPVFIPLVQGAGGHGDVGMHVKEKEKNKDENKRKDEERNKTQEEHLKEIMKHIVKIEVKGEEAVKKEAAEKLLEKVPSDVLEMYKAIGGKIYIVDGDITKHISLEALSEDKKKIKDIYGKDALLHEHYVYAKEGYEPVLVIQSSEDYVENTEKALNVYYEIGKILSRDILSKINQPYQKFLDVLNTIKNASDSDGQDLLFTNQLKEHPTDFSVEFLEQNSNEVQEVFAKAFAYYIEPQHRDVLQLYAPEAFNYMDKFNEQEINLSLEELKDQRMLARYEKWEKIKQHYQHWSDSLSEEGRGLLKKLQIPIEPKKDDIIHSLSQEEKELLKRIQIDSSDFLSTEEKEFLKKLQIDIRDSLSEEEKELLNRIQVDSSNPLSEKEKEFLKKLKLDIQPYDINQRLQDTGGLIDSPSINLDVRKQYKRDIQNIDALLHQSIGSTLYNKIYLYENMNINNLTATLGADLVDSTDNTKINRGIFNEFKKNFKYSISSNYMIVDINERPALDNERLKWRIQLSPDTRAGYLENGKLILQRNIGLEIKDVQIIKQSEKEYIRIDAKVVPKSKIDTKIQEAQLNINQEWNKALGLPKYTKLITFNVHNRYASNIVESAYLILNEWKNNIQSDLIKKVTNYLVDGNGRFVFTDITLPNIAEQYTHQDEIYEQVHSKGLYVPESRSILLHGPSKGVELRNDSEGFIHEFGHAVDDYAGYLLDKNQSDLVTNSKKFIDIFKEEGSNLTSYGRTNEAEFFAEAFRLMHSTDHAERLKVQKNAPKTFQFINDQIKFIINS
SSB-PriA inh = inhibitors of Klebsiella pneumoniae PriA binding to SSB C-terminal tail, primary screen, biochemical, AlphaScreen; inhibition, % at 33 µM; PriA–SSB C-terminal tail interaction (Klebsiella pneumoniae); 430,000 tested, 0.6% active; AlphaScreen SSBct-PriA binding, biotinylated peptide; in the data active means inhibition mostly above about 37%, no sharp cut-off; inactive means mostly below about 20%;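 further: plate controls were negative control peptide for no effect and reference peptide for full effect; strong numbers were not always called active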
TcdB inh = TcdB glycohydrolase inhibitors, primary screen, biochemical, single point, plate reader. Toxin B (Clostridioides difficile), P18177. TcdB glycohydrolase enzymatic assay. inhibition, % at 9.99 µM. 350,000 tested, 0.24% active. AID 652162, 2013; in the data active means inhibition above about 10%
An asterisk follows results filed as active; i = inactive; ? = inconclusive; nt = not tested or not shown. Unless noted, no stated cut-off is given here; in the data, active means inhibition above about 30%; inconclusive means no clear call, values can overlap the other calls; inactive means below that. The list is partial; rates above refer to the full screens.

Sample of the layout, 3 compounds:
1: Cc1ccc([C@H]2C[C@@H](n3cc(COC(=O)c4ccccc4)nn3)[C@H](O)CN2C(=O)c2cccs2)cc1
2: CN1C(=O)Cc2cc(S(=O)(=O)NCCc3ccc(Cl)cc3)ccc21
3: COCc1nc(-c2ccc(-c3ccc(OC)cc3)nc2OC)no1
entry no.	1	2	3
Anthrax LF inh2	-1	0	-2
TcdB inh	0.8	-0.7	2.8
VHR inh abs	nt	-2	-1
PfHsp40 rescue	nt	5.4	1.1
Vc quorum ag	-0.3	-0.3	-0.2
3CLpro inhibitor	nt	2	3
CCHFV vOTU inh	7	18	-96
BoNT-A LC inh2	0.1	-0.3	-0.5
SSB-PriA inh	nt	7	-15
Yp Topo-I inh	2	4	26

This part in full, from the first entry:
1: Cc1ccc([C@H]2C[C@@H](n3cc(COC(=O)c4ccccc4)nn3)[C@H](O)CN2C(=O)c2cccs2)cc1
2: CN1C(=O)Cc2cc(S(=O)(=O)NCCc3ccc(Cl)cc3)ccc21
3: COCc1nc(-c2ccc(-c3ccc(OC)cc3)nc2OC)no1
4: Nc1ncc(S(=O)(=O)c2ccc([N+](=O)[O-])cc2)s1
5: N#C/C(=C/c1ccc(-c2ccc(S(N)(=O)=O)cc2)o1)c1nc2ccccc2s1
6: COCCCN(Cc1ccco1)C(=O)CSc1nc2ncccc2[nH]1
7: COc1nc(C)ccc1-c1noc(-c2ccncc2)n1
8: O=C(COC(=O)/C=C/c1ccccc1[N+](=O)[O-])Nc1ccc(OCc2ccccc2)cc1
entry no.	1	2	3	4	5	6	7	8
Anthrax LF inh2	-1	0	-2	-5	5	4	-5	-2
TcdB inh	0.8	-0.7	2.8	11*	nt	-0.4	nt	-0.8
VHR inh abs	nt	-2	-1	nt	10	15	48	-7
PfHsp40 rescue	nt	5.4	1.1	0.1	-1.3	1.2	0.5	1.3
Vc quorum ag	-0.3	-0.3	-0.2	i	-0.3	-0.1	i	-0.2
3CLpro inhibitor	nt	2	3	nt	-2	0	-9	4
CCHFV vOTU inh	7	18	-96	-8	15	-3	-6	-6
BoNT-A LC inh2	0.1	-0.3	-0.5	-0.2	8.9	1.1	-0.4	0.2
SSB-PriA inh	nt	7	-15	-4	0	2	-10	-3
Yp Topo-I inh	2	4	26	5	-10	2	1	-2

9: CC1=NN(c2ccc(C)c(C)c2)C(=O)C1C(c1cccc(O)c1)C1C(=O)N(c2ccc(C)c(C)c2)N=C1C (stereo not given)
10: N#CC(CCc1ccccc1[N+](=O)[O-])(CCc1ccccc1[N+](=O)[O-])C(N)=O
11: COc1ccc(S(=O)(=O)N2CCCCC2)cc1NC(=O)c1cnc(C)cn1
12: O=C(CN1CCc2ccccc2C1)Nc1ccccc1N1CCCCCC1
13: CC1(C(=O)NS(=O)(=O)c2ccc(Cl)cc2)CCN1C(=O)C1CC1 (stereo not given)
14: COc1cccc(/C=N/NC(=O)C[n+]2ccccc2)c1OC
15: CCOC(=O)c1c(C)oc2cc(Sc3ccccc3)c(O)c(O)c12
16: Cc1ccccc1C(=O)N(C)c1ccccc1C(=O)NCc1ccccc1
entry no.	9	10	11	12	13	14	15	16
Anthrax LF inh2	-2	-2	-4	-3	3	-1	nt	-3
TcdB inh	nt	1.1	-0.4	nt	1.7	nt	-0.8	-1.5
VHR inh abs	54*	nt	nt	0	nt	8	nt	24
PfHsp40 rescue	-2.0	-0.6	-0.5	1.5	nt	0.1	nt	-1.9
Vc quorum ag	-0.2	-7.1	i	-0.2	-0.7	-0.2	i	-0.5
3CLpro inhibitor	2	nt	nt	4	nt	-1	nt	2
CCHFV vOTU inh	42*	16	-10	nt	-4	-4	19	-2
BoNT-A LC inh2	0.5	-0.7	2.7	0.1	-0.2	-0.5	nt	-2.5
SSB-PriA inh	-2	-4	13	-2	nt	nt	1	-4
Yp Topo-I inh	-8	10	4	2	-1	0	14	9

17: O=C(O)CS(=O)CC(=O)Nc1cccc(C(F)(F)F)c1 (stereo not given)
18: CN(C)c1ccc(NC(=S)N2CCN(c3ncc(C(F)(F)F)cc3Cl)CC2)cc1
19: COc1ccc(-c2nnc(SCc3cccc(C)c3)n2N)cc1
20: CCCCC(=O)N(C)c1c(CC)nc2c(OCCC3CCCCC3)cccn12
21: Nc1cc(SCc2ccc([N+](=O)[O-])cc2)ncn1
22: CC(C)=NOc1nc(N(C)C)nc(N(C)C)n1
23: COC(=O)c1ccc(Cn2cc(C(F)(F)F)ccc2=O)cc1
24: N=c1sc2ccccc2n1-c1ccccc1
entry no.	17	18	19	20	21	22	23	24
Anthrax LF inh2	0	4	6	-4	-4	0	0	27
TcdB inh	1.2	-20	nt	1.4	1.6	nt	-1.0	-3.9
VHR inh abs	21	27	-1	nt	nt	-7	9	21
PfHsp40 rescue	0.0	-0.1	4.5	nt	-1.3	3.8	0.5	-0.3
Vc quorum ag	-0.2	-0.4	nt	-0.6	1.8	-2.1	0.0	i
3CLpro inhibitor	1	7	-4	nt	nt	5	-1	-4
CCHFV vOTU inh	4	9	-2	27	3	-4	7	nt
BoNT-A LC inh2	0.3	0.5	-0.4	-0.3	-0.5	0.3	-1.4	32*
SSB-PriA inh	-8	7	-28	nt	1	12	-6	-3
Yp Topo-I inh	-5	8	-2	5	4	0	15	3

25: CCc1ccccc1NC(=O)CNC1CCCCC1
26: O=C(COC(=O)/C=C/c1ccccc1)NCCc1ccc(F)cc1
27: Cc1cccc(NC(=S)N(CCN(C)C)Cc2cc3cc(C)cc(C)c3[nH]c2=O)c1
28: CN(CC1CCCN(CCc2ccc(Cl)cc2)C1)C(=O)c1ccco1 (stereo not given)
29: CC[C@@]1(C(=O)OC)N[C@H](CN(C)C(=O)Nc2ccc(OC)cc2)[C@@H]2C(=O)N(C)C(=O)[C@@H]21
30: Cc1ccc(S(=O)(=O)CNC(=S)c2ccc3ccccc3c2)cc1
31: CC(=O)c1cc2c(cc1N(C(=O)c1ccco1)C(C(=O)NC1CCCC1)c1ccccc1F)OCO2 (stereo not given)
32: CC(=O)N1N=C(c2ccco2)CC1c1ccco1 (stereo not given)
entry no.	25	26	27	28	29	30	31	32
Anthrax LF inh2	-2	-4	1	14	2	-1	-3	0
TcdB inh	1.5	-1.8	nt	2.2	-0.4	0.1	0.7	-0.3
VHR inh abs	27	nt	-2	5	nt	6	29	1
PfHsp40 rescue	-1.1	0.3	1.7	0.0	-0.6	8.9	1.9	0.1
Vc quorum ag	i	i	-0.1	-1.1	1.0	i	-0.2	-0.3
3CLpro inhibitor	-8	nt	7	1	nt	1	2	-3
CCHFV vOTU inh	9	14	-2	9	-1	-6	13	-2
BoNT-A LC inh2	1.1	-0.2	1.4	-3.7	-0.7	?	0.1	-3.0
SSB-PriA inh	-1	-8	8	-12	-1	2	3	-24
Yp Topo-I inh	8	14	-5	5	7	15	2	-3

33: O=C(Nc1cccnc1)c1ccc([N+](=O)[O-])o1
34: COc1ccc(C(=O)N2CCC3(CC2)NCCc2[nH]cnc23)cc1OC
35: CCOc1ccc(-n2c(SCc3ccc([N+](=O)[O-])cc3)nnc2-c2ccccc2)cc1
36: CN(C1CCCCC1)S(=O)(=O)c1ccc2c(c1)c(=O)c(C(=O)NCCN1CCCC1)cn2C
37: Cc1c(C(=O)N2CCc3ccccc3C2)oc2ccccc12
38: Cc1cccc(NC(=O)CNC(=O)COC(=O)c2ccc(C(C)(C)C)cc2)c1C
39: O=C(Nc1nc(-c2ccncc2)cs1)c1ccco1
40: CCOc1ccc(C(=O)Nc2cc(C)on2)cc1
entry no.	33	34	35	36	37	38	39	40
Anthrax LF inh2	-1	0	-3	-8	5	-1	-6	-1
TcdB inh	0.6	-1.1	nt	-0.5	1.0	0.7	nt	nt
VHR inh abs	10	-12	12	29	-2	nt	21	-1
PfHsp40 rescue	0.2	-0.1	8.1	-0.6	8.2	-0.7	0.5	0.5
Vc quorum ag	i	-0.2	i	-0.4	i	-1.6	i	i
3CLpro inhibitor	0	-5	-1	0	6	nt	4	-3
CCHFV vOTU inh	-9	-9	-18	-3	-2	29	15	13
BoNT-A LC inh2	-1.7	1.1	-0.1	-0.3	3.2	0.5	0.5	-1.0
SSB-PriA inh	-9	-5	35	-3	-26	5	-13	-15
Yp Topo-I inh	12	-7	36	7	3	9	5	-2

41: Cc1cc(C(=O)COc2cccnc2[N+](=O)[O-])c(C)n1Cc1cccs1
42: O=C(Oc1ccc2ccccc2c1)c1ccco1
43: O=C1NC2(CCCCCC2)N=C1c1ccc(F)cc1
44: CCS(=O)(=O)CCSc1nc2ccccc2o1
45: Nc1nonc1C(=O)NCCNCc1c(OCc2ccccc2F)ccc2ccccc12
46: COCCn1c(SCC(=O)Nc2nnc(C)s2)nnc1-c1c[nH]c2ccccc12
47: COc1cc2c(=O)n(-c3ccc(C)cc3)c(=O)n(CC(=O)c3ccc4c(c3)OCO4)c2cc1OC
48: COc1ccc(C)cc1NC(=O)C1CC(=O)N(Cc2ccco2)C1 (stereo not given)
49: CC1Cc2ccccc2N1S(=O)(=O)c1cccc(C(=O)N2CCCCC2)c1 (stereo not given)
50: Cc1cccc(NC(=S)NCc2ccc3c(c2)OCO3)c1C
51: CCOC(=O)c1c(C)[nH]c(C(=O)OCC(=O)N2CCc3ccccc32)c1C
entry no.	41	42	43	44	45	46	47	48	49	50	51
Anthrax LF inh2	-9	2	0	0	-8	-1	0	-4	0	0	0
TcdB inh	-0.8	nt	nt	-0.3	nt	0.9	nt	nt	0.9	nt	nt
VHR inh abs	28	-10	-12	0	15	13	-2	21	nt	5	10
PfHsp40 rescue	-0.8	-0.3	-0.2	?	-0.3	1.2	-0.7	-1.0	-0.5	-1.1	-0.3
Vc quorum ag	-0.3	-0.4	-17	-0.4	-0.2	-0.4	-0.5	-0.2	-0.7	-0.2	i
3CLpro inhibitor	2	-2	-5	2	1	3	-3	-3	nt	4	-1
CCHFV vOTU inh	8	-8	9	-18	-8	nt	1	1	-2	-6	8
BoNT-A LC inh2	-0.3	1.3	-0.8	-0.4	0.1	0.1	-1.3	-0.4	1.4	-0.5	0.0
SSB-PriA inh	-4	-16	-2	-7	8	-2	-3	-16	-5	2	-14
Yp Topo-I inh	2	13	5	6	1	-1	-6	9	14	3	4
